High-throughput results: PubChem BioAssay, several laboratories
HMGR II inh: blocks class II HMG-CoA reductase of Enterococcus faecalis; purified E. faecalis HMGR, NADPH absorbance 340 nm kinetic; 190,000 compounds, 0.41% hits; inhibition, % at 10 µM;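 active means inhibition above a set limit, the median over all tested compounds plus 3 SD, cut at about 9.5% in these data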;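 further: enzyme runs in reverse so mevalonate oxidation gives rising NADPH absorbance; 0% = complete reaction with DMSO and 100% = background rate lacking mevalonate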
PMI act hi M6P: activators of human phosphomannose isomerase at near-saturating mannose 6-phosphate. P34949. coupled PMI enzyme assay, resazurin fluorescence, 20 min; stronger effect = higher value; 1 = untreated enzyme, 0 = substrate-free blank. activation factor at 20 µM. 190,000 compounds, 0.34% hits. AID 1216;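 active means activation factor of 2 or more at 20 µM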
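Material: human phosphomannose isomerase with PGI, G6PDH, diaphorase coupling enzymes / Reagent: Man-6-P substrate 1.0 mM / Dosing: single compound dose of 20 µM, 1% DMSO final / Incubation: enzyme reaction with compound 20 min at room temperature / Signal: resorufin fluorescence (Ex 544/Em 590 nm) from resazurin via diaphorase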
S1P3 antagonist: antagonists of human S1P3 receptor. Q99500. CHO S1P3 NFAT-BLA reporter, FRET fluorescence, antagonist mode. inhibition, % at 4.98 µM. 170,000 compounds, 0.27% hits. AID 485;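 active means inhibition above the plate cutoff, the mean inhibition of test wells on that plate plus 3 SD, cut at about 28% in these data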;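 further: cells challenged with S1P at its EC80 of 0.8 µM; blue over green emission ratio from cleaved BLA substrate after 4 h stimulation; 0% = S1P-stimulated wells and 100% = unstimulated DMSO-only wells; some compounds past the cut are filed as inactive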
Target sequence (Q99500 whole entry, looked up): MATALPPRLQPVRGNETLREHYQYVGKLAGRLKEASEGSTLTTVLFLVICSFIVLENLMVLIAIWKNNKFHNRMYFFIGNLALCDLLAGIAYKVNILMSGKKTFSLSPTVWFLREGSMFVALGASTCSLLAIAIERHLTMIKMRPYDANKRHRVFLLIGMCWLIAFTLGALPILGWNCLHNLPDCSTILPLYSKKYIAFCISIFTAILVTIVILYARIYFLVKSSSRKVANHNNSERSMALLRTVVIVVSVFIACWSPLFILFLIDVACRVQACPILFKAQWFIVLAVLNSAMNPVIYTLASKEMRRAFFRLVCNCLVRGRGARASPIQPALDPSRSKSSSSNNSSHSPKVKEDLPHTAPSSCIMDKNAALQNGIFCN
TNAP inh no acc: inhibitors of human TNAP without phosphate acceptor. purified TNAP, CDP-star luminescence, 30 min. inhibition, % at 20 µM. 200,000 compounds, 0.26% hits. AID 1012;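 active means tissue-nonspecific alkaline phosphatase inhibition above about 50% at 20 µM in the single-dose screen, limit read from the data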;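 further: 0% = DMSO negative control and 100% = EDTA positive control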
Target sequence (P05186 whole entry, looked up): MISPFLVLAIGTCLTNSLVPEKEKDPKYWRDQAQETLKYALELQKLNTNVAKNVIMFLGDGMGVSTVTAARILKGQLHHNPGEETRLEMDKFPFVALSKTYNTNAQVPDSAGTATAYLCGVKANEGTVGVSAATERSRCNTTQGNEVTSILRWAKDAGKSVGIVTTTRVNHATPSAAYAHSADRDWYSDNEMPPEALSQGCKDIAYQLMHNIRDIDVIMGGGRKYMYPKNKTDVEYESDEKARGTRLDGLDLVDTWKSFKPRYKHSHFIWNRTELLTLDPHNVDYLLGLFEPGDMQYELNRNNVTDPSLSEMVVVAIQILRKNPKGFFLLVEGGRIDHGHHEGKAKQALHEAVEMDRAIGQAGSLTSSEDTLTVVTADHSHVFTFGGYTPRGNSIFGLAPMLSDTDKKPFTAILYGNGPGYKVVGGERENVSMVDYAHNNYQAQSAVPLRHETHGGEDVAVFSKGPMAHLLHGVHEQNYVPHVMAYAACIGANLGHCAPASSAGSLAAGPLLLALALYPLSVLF
Lmaj promast: inhibitors of Leishmania major promastigote growth; 200,000 compounds, 9% hits; inhibition, % at 10 µM; Leishmania major promastigotes, resazurin fluorescence viability; AID 1063; in the data active means inhibition above about 50%;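 further: promastigotes grown with compound for 44 hours at 28 °C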
Redox H2O2 prof: compounds producing H2O2 with reducing agent – biochemical, NIH compound library profiling, artefact control for MLSCN library redox annotation, primary screen; DTT-dependent redox cycling H2O2, phenol red/HRP absorbance; 100% = 100 µM peroxide control, 0% = buffer; activation, % at 10 µM; 200,000 compounds, 0.03% hits;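 active means activation of at least 50% relative to the plate's high and low controls in the primary single-dose screen; inactive means activation below 50%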;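 further: compound incubated with DTT at 0.8 mM final as the reducing agent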
TNAP inh hi DEA: TNAP (human) inhibition, high acceptor | 200,000 compounds, 0.03% hits | purified TNAP, CDP-star luminescence, 1 M DEA | P05186 | AID 1135 | inhibition, % at 20 µM;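 active means over 50% inhibition of tissue-nonspecific alkaline phosphatase at 20 µM in the single-dose screen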;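 further: plate controls were DMSO wells for no effect and EDTA-quenched wells as full inhibition for full effect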
RAM inhibit: inhibitors of the yeast RAM network | S. cerevisiae dse1pr::URA3 reporter, 5-FOA growth OD615, 2 d; analog-sensitive cbk1-as2 kinase mutant strain | inhibition, % at 50 µM | 190,000 compounds, 1.8% hits | AID 868;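 active means inhibition above a set limit, 3 SD over mean compound inhibition, cut at about 8.4% in these data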;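 further: 0% = DMSO-only wells with no growth and 100% = 10 µM 1-NA-PP1 full growth; inhibition rescues growth on 5-FOA so higher OD means more RAM inhibition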
PMI act: increases human mannose-6-phosphate isomerase activity | purified human PMI, coupled resazurin fluorescence, 20 min; stronger effect = higher value; 1 = vehicle control, 0 substrate-free wells | activation factor at 20 µM | 190,000 compounds, 0.005% hits;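 active means activation factor of 2 or more at 20 µM, relative to plate controls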
Hsp70 activator: switches on Hsp70 transcription; HeLa Hsp70 promoter luciferase reporter, luminescence; scaled: vehicle 0, proteasome-inhibitor control 100%; activation, % at 10 µM; 200,000 compounds, 0.04% hits; AID 1203;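 active means activation above the mean across all tested compounds plus 3 SD, cutoff set per campaign, cut at about 5.5% in these data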;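 further: 100% = MG132 at 30 µM as the positive control and 0% = DMSO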
Starred values were filed as active, the others as inactive; / = no result given. An unsorted share of the library; any-hit rate near 12%.

Every second line gives: Redox H2O2 prof	TNAP inh hi DEA	S1P3 antagonist	PMI act hi M6P	HMGR II inh	RAM inhibit	Lmaj promast	TNAP inh no acc	PMI act	Hsp70 activator
> O=C1CC(c2ccc(F)cc2)Cc2nc(N3CCN(c4ccccc4)CC3)ncc21 (stereo unspecified)
    -0.5	-8	-17	1.1	3	1.6	-1	0	1.1	0.2
> CC1(C)CCc2c([nH]c3ccccc3c2=O)O1
    -0.7	-5	-22	1.1	-1	2.5	0	-10	1.2	-0.2
> CC(Sc1nnnn1-c1ccc(Cl)cc1)C(=O)NCC(=O)Nc1ccc(F)c(F)c1F (stereo unspecified)
    -0.7	-2	7	0.9	-3	5.9	-8	1	1	-0.2
> CC(C)N(c1ccccc1)c1ccc(NC(=O)C2CCCO2)cc1 (stereo unspecified)
    -0.1	-2	4	0.9	-6	-0.1	1	-5	0.9	0.0
> CN=CC1=C(O)CC(C)(C)CC1=O
    1.2	-5	-31	0.9	-4	0.9	-6	-8	0.9	0.1
> Cc1ccc(-n2c(CNc3ccc(F)cc3)nnc2SCC(=O)N2CCOCC2)cc1
    0.5	-3	/	1	-4	2.8	-1	-11	1	-0.4
> Cc1cccc(NS(=O)(=O)c2cnc(Cl)c(Br)c2)n1
    0.2	-1	-5	1	-1	2.5	-4	-9	0.9	0.0
> NC1=NC(=Nc2cccc(Cl)c2)c2ccccc21
    0.0	-4	11	1.1	-4	0.7	-1	-29	1	-0.1
> COc1cc2[nH]c(=O)n(CCCCCC(=O)NCCCN3CCCC3=O)c(=O)c2cc1OC
    -5.2	3	/	1	-5	-0.3	-1	1	1	0.1
> CC1(C)OC(=O)N(CC(=O)Nc2ccccc2)C1(C)O (stereo unspecified)
    0.5	-5	-3	1	6	0.4	-4	-14	1	-0.4
> CCN(CC)c1ccc(NS(=O)(=O)c2ccc3c(c2)oc(=O)n3C)c(C)c1
    -0.8	-11	-39	0.8	3	1.9	8	9	0.9	0.0
> COc1cccc(-n2cnc3scc(-c4cccs4)c3c2=O)c1
    -0.2	-6	2	0.9	0	1.6	15	-10	0.9	-0.3
> COc1cc(CNCCc2c[nH]c3ccccc23)cc(Cl)c1OCC(N)=O
    -0.3	-2	5	0.8	-2	-1.0	12	-7	0.9	0.0
> Cc1ccc(CSCCNC(=O)c2ccc(C)cc2)cc1
    -0.5	-4	9	0.9	-1	3.9	1	-10	1	-0.2
> CC(=O)c1c(C)[nH]c(C(=O)Nc2cc(S(=O)(=O)N(C)C)ccc2C)c1C
    -0.6	-5	2	1	-1	0.6	-7	-10	1	-0.1
> Cc1ccc(CNC(=O)/C(C#N)=C\c2ccc(N(C)C)cc2)cc1
    -4.3	3	/	1	-4	1.8	-5	8	1	-0.5
> COc1ccc(C2N(c3ccccc3)CCN2c2ccccc2)cc1O
    -0.9	2	0	0.8	-6	1.4	15	4	0.7	0.1
> COC(=O)c1ccc2c(=O)n(CCN3CCOCC3)c(SCC(=O)NCc3ccccc3)nc2c1
    -0.2	0	6	1	-12	0.7	10	-7	1	-0.3
> Cc1ccc(Oc2cc(NC(=O)CCCn3nc(C)c([N+](=O)[O-])c3C)cc([N+](=O)[O-])c2)cc1
    0.2	0	-5	1	-11	7.3	98*	-15	0.8	0.0
> COc1ccc(-c2ccc(SCc3cccnc3)nn2)cc1OC
    -0.9	-6	8	0.9	0	2.8	0	9	1	-0.3
> O=C(C1CCC(Cn2c(=O)[nH]c3ccccc3c2=O)CC1)N1CCN(c2ccccc2)CC1 (stereo unspecified)
    0.6	-2	0	0.9	-6	2.3	38	-10	1	-0.2
> CCN(CC)C(=O)CSc1nc2ccccc2c(=O)n1CC1CCCCC1
    0.1	-8	/	1.1	2	1.3	4	-10	1	-0.3
> NC(=S)N/N=C/c1ccccc1OCCSc1ccc(Cl)cc1
    0.5	1	11	1	-6	2.3	100*	-2	1	-0.1
> COC(=O)/C(=N\Nc1ccccc1)Sc1nnc(-c2ccc(OC)cc2)n1C
    -0.1	0	0	1	2	5.1	-5	-12	1.1	0.0
> Cn1nnc(NC(=O)C(c2ccccc2)c2ccccc2)n1
    1.8	-6	-14	1	8	3.8	-2	-9	1.1	-0.4
> COc1ccc(N2CCN(C(CNC(=O)C(C)(C)C)c3cccnc3)CC2)cc1 (stereo unspecified)
    -2.2	2	-19	0.9	-6	1.3	10	4	1	-0.2
> Nc1n[nH]c(C(F)(F)F)c1-c1ccccc1
    -0.3	-4	-8	0.9	0	0.6	1	-5	1	-0.3
> COc1cc(CCC(=O)Nc2cccc(C(F)(F)F)c2)cc(OC)c1OC
    0.0	4	-2	1.1	1	0.0	-3	-7	1	-0.4
> Clc1cccc(NCc2ccccc2)n1
    -1.5	-9	8	1	-5	0.5	-4	-17	1	0.3
> Cc1ccc(OCc2nnc(SCc3cc(=O)[nH]c4ccccc34)n2-c2ccccc2)cc1
    0.0	2	0	0.8	-7	5.3	73*	-3	0.8	-0.3

The list continues.
Every second line gives: Redox H2O2 prof	TNAP inh hi DEA	S1P3 antagonist	PMI act hi M6P	HMGR II inh	RAM inhibit	Lmaj promast	TNAP inh no acc	PMI act	Hsp70 activator
> Cc1cccc(OCC2CCCN(Cc3nc(C4CC4)no3)C2)c1 (stereo unspecified)
    -0.7	0	2	1	-6	1.0	62*	0	1	0.3
> CC(Oc1ccc(-c2ccccc2)c(F)c1)c1ccn(S(=O)(=O)c2ccc(Cl)cc2)n1 (stereo unspecified)
    1.6	-1	/	0.9	-1	8.1	6	-4	0.9	-0.3
> CCC1Oc2ccccc2N(CC(=O)NCCN2C(C)CCCC2C)C1=O (stereo unspecified)
    0.4	-2	-23	1	-5	-0.3	-4	-11	0.9	-0.3
> O=c1[nH]c2cc3c(cc2cc1CN(CCCO)Cc1nnnn1Cc1ccc(F)cc1)OCO3
    0.3	-5	-11	1	4	0.9	0	-5	1	-0.2
> CCOc1ccc(C(=O)C2CCN(CC(=O)Nc3ccccc3N3CCOCC3)CC2)cc1
    1.9	-2	/	0.9	0	-0.4	26	-5	0.9	-0.1
> C=CCNC(=O)CCCC(=O)NCC=C
    1.0	-2	-11	0.9	-5	-0.1	5	-9	0.9	0.1
> COc1ccc(C=NCCC2(O)CC(C)N(C)CC2C)cc1 (stereo unspecified)
    1.4	-1	/	1	-3	1.2	4	-6	1	-0.5
> Cc1cccc(NC(=O)CSc2nnc(Cn3cnc4ccccc43)o2)c1
    1.8	-4	/	0.9	-3	0.6	-7	-16	0.9	-0.1
> O=C(Cc1ccccn1)Nc1ccccc1
    1.3	0	-17	1.1	-6	-0.3	-5	-8	1.1	-0.2
> Cc1nn(C(=O)CNS(=O)(=O)c2ccccc2)c(C)c1Sc1ccc(Cl)cc1
    0.2	2	0	1	0	7.7	51*	-73	0.9	0.1
> O=C(c1cc2sccc2n1Cc1ccccc1)N1CCCc2ccccc21
    -0.2	-7	/	0.9	-1	2.6	63*	-6	0.9	-0.3
> O=C(CCC(=O)Nc1ccc(F)cc1)N/N=C/c1cc([N+](=O)[O-])ccc1O
    -0.9	4	-23	1.1	-4	2.9	20	-23	0.8	-0.1
> Cc1nc(-c2ccccc2)sc1-c1n[nH]c(=S)n1C
    0.8	2	/	1	-5	1.4	-10	4	0.9	-0.3
> CCOC(=O)c1c(C)c(C(=O)N(C)C2CCCCC2)c(C)n1C
    -2.2	0	9	1	-3	1.1	3	-8	1	0.3
> CCCCSc1[nH]c(=O)c(C(=O)OCC)cc1C#N
    0.3	-5	/	0.9	-8	1.4	-6	-6	0.9	-0.1
> CCC(=O)Nc1nc(-c2ccccc2)ns1
    0.0	-3	/	1.1	-8	-0.4	-4	-13	1.1	0.4
> Cc1ccc(SCC(=O)c2ccc[nH]2)cc1
    -0.2	6	-6	1.1	-4	0.8	-8	-4	1.1	0.3
> CC(=O)c1ccc(N2CCN(C(=O)c3ccc4nc[nH]c4c3)CC2)cc1
    -0.6	-3	-1	0.9	-2	2.3	-4	-12	0.9	0.4
> CCC(C)NCc1ccc(C(=O)OC)o1 (stereo unspecified)
    -0.5	-1	/	0.9	0	0.8	5	-9	1	-0.1
> Cc1ccc(Oc2nc3ccccc3n3cccc23)cc1
    -2.5	1	/	0.9	-8	0.1	-3	-4	0.9	-0.2
> O=C(Cc1ccc(-n2c(=O)[nH]c3ccsc3c2=O)cc1)NCc1cccnc1
    0.1	-7	-7	1.1	1	2.0	-5	-3	1	-0.2
> Cc1[nH]nc2c1C1(CCC3(CC1)OCCO3)C(C#N)=C(N)O2
    -4.5	-9	-9	1	10*	0.0	-4	-8	1	-0.6
> CC1CN(S(=O)(=O)c2ccc(C(=O)Nc3nnc(-c4ccc5c(c4)CCCC5)o3)cc2)CC(C)O1 (stereo unspecified)
    -0.9	-6	84*	1.2	-5	5.7	99*	-16	1.3	-0.3
> Cc1cc2ccccc2n2c(SCC(=O)N3CCOCC3)nnc12
    -0.8	-5	-1	1	-3	-0.6	3	-13	1	0.0
> O=C(O)CCCC(=O)Nc1ccccc1C(=O)N1CCOCC1
    -1.2	-5	-8	1	-1	1.5	3	1	1.1	0.1
> COc1ccc(F)cc1C(=O)C1CCCN(C(=O)CSc2ccccn2)C1 (stereo unspecified)
    -1.5	-4	-7	0.9	3	1.9	-2	-4	0.8	0.2
> Cc1ccc(-n2nc(C)c(NS(=O)(=O)c3ccccc3)c2C)cc1C
    0.1	-7	/	0.9	-1	0.1	1	-12	1	-0.3
> N/C(=N\OC(=O)c1ccc(Br)cc1)c1ccccc1
    0.1	-2	/	0.8	-7	0.8	-7	-8	0.9	0.0
